# RGS12 GoLoco inh = blocks human Gai1 binding to RGS12 GoLoco peptide, red readout. P63096. Gai1:RGS12 GoLoco peptide FP, rhodamine, 10 min. Potency, µM (series often up to 61.6 µM), without a hit: top-dose activity, negative = inhibition, actives largely listed as inhibitors. 230,000 compounds, 0.44% hits; active = well fitted inhibition curve with a large enough effect, not every such curve was filed as active; inactive = no such curve, though single readings can be large or run the other way; also: nearly all actives have a fitted effect of over 30% in size; many of its hits are not listed in these tables
# Target sequence (P63096 whole entry, looked up): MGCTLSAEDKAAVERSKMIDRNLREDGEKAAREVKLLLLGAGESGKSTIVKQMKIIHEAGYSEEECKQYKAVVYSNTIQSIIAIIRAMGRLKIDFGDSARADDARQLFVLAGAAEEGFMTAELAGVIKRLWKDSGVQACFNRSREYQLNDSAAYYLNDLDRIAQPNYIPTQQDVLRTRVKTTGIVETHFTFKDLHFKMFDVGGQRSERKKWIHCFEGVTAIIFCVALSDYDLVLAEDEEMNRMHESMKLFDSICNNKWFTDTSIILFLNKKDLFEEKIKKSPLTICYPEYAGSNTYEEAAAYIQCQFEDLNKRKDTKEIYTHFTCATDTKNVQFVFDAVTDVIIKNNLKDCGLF
# Tau FP inhib = blocks human tau fibril formation measured by polarization | P10636 | K18 P301L tau heparin fibrillization, Alexa594 FP, 6 h | Potency, µM (top dose mostly 57.7 µM), for inactives: at the top dose activity, negative = inhibition, actives largely listed as inhibitors | 280,000 compounds, 0.39% hits | AID 1468; also: nearly all actives have a fitted effect of over 55% in size
# Target sequence (P10636 561-689 P618L limits assumed): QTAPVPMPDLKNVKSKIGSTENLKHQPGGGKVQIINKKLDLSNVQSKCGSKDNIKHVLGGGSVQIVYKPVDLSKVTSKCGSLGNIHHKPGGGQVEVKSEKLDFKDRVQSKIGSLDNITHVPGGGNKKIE
#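 Heparin (20 uM) drove fibril formation of recombinant tau K18 P301L, 15 uM unlabeled with 0.24 uM Alexa 594 label, for 6 hr at 37 C in 100 mM sodium acetate pH 7. Fluorescence polarization (555/632 nm) read 1 hr after 30 uM ThT.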
# TRb SRC2 PPI = inhibitors of human thyroid hormone receptor beta-SRC2 interaction | P10828 | TRbeta-SRC2 peptide binding, fluorescence polarization; receptor liganded with 1 µM T3 | Potency, µM (highest dose often 106 µM), for the others: top-dose activity change, negative = inhibition, hits mostly inhibitors | 280,000 compounds, 0.065% hits | AID 1469;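 also: plate controls were bound peptide for no effect and peptide without receptor for full effect; nearly all actives have a fitted effect of over 50% in size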
#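 Polarization signal, normalized between peptide-alone and full complex controls, measured compound effects on T3-liganded human TRb LBD (0.6 uM) binding 20 nM Texas Red SRC2 peptide after 5 hr.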
# L3MBTL1 block = L3MBTL1 (human) inhibition; Q9Y468; AlphaScreen L3MBTL1–H3K9me1 peptide binding; Potency, µM (highest dose often 57.1 µM), for inactives: at the top dose activity, negative = inhibition, actives largely listed as inhibitors; 230,000 compounds, 0.66% hits; AID 485360; also: nearly all actives have a fitted effect of over 60% in size
#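 AlphaScreen proximity signal between nickel-chelate acceptor and streptavidin donor beads (final 10 ug/mL) reports binding of 50 nM L3MBTL1 to 75 nM biotin-H3 K9me1 peptide; complex incubated with compounds 30 min at room temperature; cefsulodin titration as control.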
# TexasRed fluor = counter-screen for TRb-SRC2 inhibitors: fluorescence interference; TRb/SRC2 Texas Red total fluorescence interference; Potency, µM (highest dose often 106 µM), inactives show at the top dose fluorescence change, negative = quenching; 280,000 compounds, 0.29% hits; AID 1479; active = well fitted curve in either direction with a large enough effect; inconclusive = small, poorly fitted or top-dose-only effect
#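 Human TRb ligand-binding domain at 0.6 uM with 20 nM Texas Red SRC2 peptide in Tris buffer containing 1 uM T3 and 5% DMSO, incubated with compound 5 h at ambient temperature. Total fluorescence (555/632 nm) calculated as parallel + 2 × perpendicular.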
# Tau fibril ThT = blocks human tau fibril formation measured by thioflavin T; P10636; recombinant tau K18 P301L (four-repeat tau fragment), heparin-induced fibrillization, ThT fluorescence; Potency, µM (series often up to 57.4 µM), inactives show at the top dose activity, negative = inhibition, most hits filed as inhibitors; 270,000 compounds, 2.1% hits; AID 1460; also: nearly all actives have a fitted effect of over 55% in size
#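 K18 P301L tau (15 uM + 0.24 uM Alexa 594-tagged), heparin 20 uM, NaOAc pH 7, 6 h 37 C; ThT 30 uM, 1 h RT, ex 450/em 510 nm.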
# KDM4E inh = blocks human JMJD2E demethylase activity | Potency, µM (highest dose often 57.1 µM), for the others: at the highest dose activity change, negative = inhibition, hits mostly inhibitors | B2RXH2 | 230,000 compounds, 1.6% hits | JMJD2E catalytic domain, FDH-coupled NADH fluorescence (FDH is formaldehyde dehydrogenase); active = well fitted inhibition curve with a large enough effect, not every such curve was filed as active; inconclusive = small, poorly fitted or top-dose-only effect, or another doubt; inactive = no such curve, though single readings can be large or run the other way;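 also: 0% = wells with enzyme and -100% = buffer wells without enzyme; nearly all actives have a fitted effect of over 50% in size; many of its hits are not listed in these tables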
# Target sequence (B2RXH2 1-337 limits assumed): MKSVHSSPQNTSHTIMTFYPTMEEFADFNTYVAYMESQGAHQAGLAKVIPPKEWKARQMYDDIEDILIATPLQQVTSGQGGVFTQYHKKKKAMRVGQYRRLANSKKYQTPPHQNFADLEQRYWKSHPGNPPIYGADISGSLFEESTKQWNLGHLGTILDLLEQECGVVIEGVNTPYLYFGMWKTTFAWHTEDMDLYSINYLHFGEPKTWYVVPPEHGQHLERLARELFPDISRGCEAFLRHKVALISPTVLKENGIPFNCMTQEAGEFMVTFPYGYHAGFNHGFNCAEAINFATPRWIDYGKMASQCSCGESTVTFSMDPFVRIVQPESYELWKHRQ
# RECQ1 inh = RECQ1 (human) helicase inhibition | RECQ1 DNA unwinding, red fluorescence kinetic read | Potency, µM (titrated, usually from 57.3 µM), for inactives: at the highest dose activity, negative = inhibition, actives largely listed as inhibitors | 240,000 compounds, 0.54% hits | AID 2549;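 also: plate controls were vehicle for no effect and no enzyme for full effect; nearly all actives have a fitted effect of over 30% in size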
#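 RECQ1T1 50 nM; forked duplex (20 bp + 30-nt ss tails) 200 nM, ATP 2 mM final; pH 8.0, 2 mM MgCl2, 2.5 ug/ml poly(dI-dC); 15 min compound preincubation; discontinuous kinetic read over 2 h at RT.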
# Starred values were filed as active, the others as inactive; i = inactive; ? = inconclusive; . = no result given; [ ] = remark or other dose. Unless noted, calls follow the shape of the dose curve; as a rule, active = well fitted curve in the direction sought with a large enough effect; inconclusive = small, poorly fitted or top-dose-only effect, or another doubt; inactive = no such curve, though single readings can be large; an effect the other way counts as inactive or inconclusive. Unless noted, % is scaled to controls: 0 for no effect and ±100 for the full control effect; potency is read from the fitted curve at half-maximal effect.
no.	structure	RGS12 GoLoco inh	Tau FP inhib	TRb SRC2 PPI	L3MBTL1 block
1	COc1cccc2c1ncc1c(-c3ccc(C)cc3)nn(-c3cccc([N+](=O)[O-])c3)c12	.	4.1%	-1.3%	.
2	COC(=O)c1ccc2c(=O)n(-c3ccccc3F)c(=S)[nH]c2c1	-2.9%	4.3%	-3.5%	.
3	CCOc1cccc(NC(=O)C2CC(=O)N(C)C(=Nc3cccc(F)c3)S2)c1 (stereo unspecified)	-1.1%	?	5.1%	6.9%
4	O=C(O)c1cc2n(n1)C(C(F)(F)F)CC(c1ccco1)N2 (stereo unspecified)	2.9%	-0.1%	0.3%	.
5	CCc1ccc(S(=O)(=O)n2ccnc2)cc1	.	3.0%	-3.5%	.
6	COc1cccc(-n2cc(C(=O)NCc3ccc(C)cc3)c3ccccc3c2=O)c1	.	1.5%	7.9%	.
7	O=C(CN1CCN(S(=O)(=O)c2ccccc2F)CC1)Nc1ccccc1C(=O)c1ccccc1	3.3%	8.9%	1.0%	-9.1%
8	CCc1ccc(NC(=O)CN2C(C(=O)OC)=C(c3ccccc3)c3ccccc3S2(=O)=O)cc1	.	?	0.0%	.
9	C=CCO/N=C/C1=C(O)C(C(=O)OC)C(C)(C)CC1=O (stereo unspecified)	7.9%	-2.8%	11.9%	-14.6%
10	N#CCC(=O)Nc1ccc(C(=O)OCC(=O)Nc2ccccc2-c2ccccc2)cc1	15.9%	?	16.4%	.
11	CN(C)c1cccc2c(S(=O)(=O)N3CCOCC3)cccc12	-6.2%	4.7%	-1.0%	.
12	Cc1ccccc1OCc1ccc(-c2nc(C#N)c(N3CCN(C)CC3)o2)o1	.	17.1%	1.0%	.
13	CCc1cccc(NC(=O)CN(C)S(=O)(=O)c2ccc3c(c2)n(C)c(=O)c(=O)n3C)c1	.	-2.6%	-6.0%	.
14	Fc1ccccc1N1CCN(c2ncnc3c2nc2n3CCCC2)CC1	.	2.1%	2.3%	.
15	Cn1c(=O)cc(SCC(=O)NCCCN2CCOCC2)c2ccc(Cl)cc21	5.2%	9.0%	-16.2%	2.3%

no.	TexasRed fluor	Tau fibril ThT	KDM4E inh	RECQ1 inh
1	-1.6%	?	.	.
2	2.5%	-6.4%	?	-23.0%
3	-1.5%	-5.3%	0.7%	-17.0%
4	1.3%	-7.5%	1.4%	i
5	-0.3%	13.0%	.	.
6	8.7%	1.4%	.	.
7	1.5%	-4.7%	4.9%	-5.4%
8	0.5%	-4.4%	.	.
9	-0.9%	-9.7%	?	15.7%
10	2.4%	-5.1%	0.8%	-16.9%
11	-3.8%	-7.6%	-7.0%	i
12	7.5%	-11.5%	.	.
13	-0.9%	-4.3%	.	.
14	-1.3%	1.0%	.	.
15	-2.8%	3.0%	?	-4.2%

# (further entries)
no.	structure	RGS12 GoLoco inh	Tau FP inhib	TRb SRC2 PPI	L3MBTL1 block
16	CC(C)N(C(=O)CSc1nnc(Cc2csc(Nc3ccccc3)n2)o1)C(C)C	5.1%	20.3%	-10.6%	?
17	O=c1/c(=C/c2ccccn2)sc2nc3ccccc3n12	-28.6%	?	-17.2%	5.2%
18	CCOc1nc(-c2ccccc2)ccc1-c1noc(COc2ccccc2)n1	59.3%[activator]	-6.2%	-7.0%	48.9%[activator]
19	COc1ccc(C)cc1S(=O)(=O)Nc1cccc(Cl)c1	8.1%	-2.0%	2.1%	2.5%
20	COc1cc2c(cc1OC)C(COc1ccc3c(C)cc(=O)oc3c1)N(C(=O)c1cccc(C)c1)CC2 (stereo unspecified)	.	-4.0%	1.0%	.
21	Cn1c(=O)[nH]c2sc3c(c2c1=O)CC(C)(C)OC3	9.4%	-2.0%	-2.3%	.
22	O=C(NCc1cccnc1)c1c[nH]c2cc3c(cc2c1=O)OCCO3	4.7%	1.2%	1.6%	-0.9%
23	COc1ccc(Oc2nnc(-c3ccc(C)cc3)c3ccccc23)cc1	4.9%	-10.3%	-4.2%	7.3%
24	CCC(c1nnnn1C1CCCC1)N1CCN(c2ccccc2F)CC1 (stereo unspecified)	9.5%	-3.8%	-11.8%	.
25	COc1cc(Cl)c(C)cc1NC(=O)COC(=O)/C=C/c1c(C)nn(C2CCS(=O)(=O)C2)c1Cl (stereo unspecified)	4.4%	1.4%	-0.5%	3.9%
26	CCOc1ccc(CN2C(=O)c3ccccc3Sc3ccc(C(=O)NCc4ccco4)cc32)cc1	.	-3.1%	6.6%	.
27	CC(C)(C)C(=O)Nc1sc2c(c1-c1nc3ccccc3[nH]1)CCCC2	32.7%[activator]	?	-10.4%	-1.2%
28	Cc1cc(/C=C2\C(=N)N3N=C(S(C)(=O)=O)SC3=NC2=O)c(C)n1Cc1ccccc1	14.0%	4.2%	9.1%	.
29	CC(C)(C)c1nn(-c2ccccc2)c2nc(Cl)c(C=O)cc12	1.4%	-1.4%	-0.7%	-0.9%
30	O=C(N/N=C/c1ccccc1)c1cc(-c2ccc3c(c2)OCO3)n[nH]1	7.5%	-12.5%	0.2%	1.5%

no.	TexasRed fluor	Tau fibril ThT	KDM4E inh	RECQ1 inh
16	-1.5%	-17.6%	-1.2%	-9.9%
17	-0.6%	?	-7.2%	-8.3%
18	-4.1%	?	?	i
19	1.0%	-1.3%	-5.4%	i
20	-0.8%	-2.9%	.	.
21	-2.0%	-2.5%	14.2%	-4.1%
22	-1.0%	-12.9%	?	-2.7%
23	3.4%	-13.9%	5.3%	-11.5%
24	-1.2%	-6.6%	-12.2%	-11.0%
25	-2.6%	-6.7%	5.3%	-13.5%
26	-0.5%	-7.9%	.	.
27	1.9%	-4.1%	?	6.3%
28	-1.6%	-17.9%	?	5.7%
29	-1.9%	-9.7%	2.5%	-2.9%
30	-2.7%	?	-8.7%	-0.8%

# Other records.
no.	structure	RGS12 GoLoco inh	Tau FP inhib	TRb SRC2 PPI	L3MBTL1 block
31	CCOC(=O)c1sc(NC(=O)c2nc3ncccn3n2)c(C(=O)OC)c1C	.	1.8%	-1.0%	.
32	COc1cc(NS(=O)(=O)N2CCCC2)cc(OC)c1OC	4.7%	-8.4%	-23.5%	?
33	COc1cccc(NC(=O)Nc2ccc3c(c2)N(C)C(=O)c2ccccc2S3)c1	.	1.0%	-5.9%	.
34	CCCN1C(=O)C(Cc2nc3ccccc3c(=O)n2-c2ccc(OC)cc2)c2cc(C)ccc21 (stereo unspecified)	.	-3.7%	1.7%	.
35	CCCCN(CC)C(=O)c1ccc2c(c1)OCO2	1.8%	-0.7%	2.1%	3.3%
36	COC(=O)C1=C(C)N(c2ccc(C)c(C)c2)/C(=C/c2ccco2)C1=O	25.9%	10.3%	-0.6%	.
37	CS(=O)(=O)N(Cc1ccccc1)c1ccc(C(=O)N2CCOCC2)cc1	10.5%	-10.6%	-3.8%	-4.0%
38	Cc1ccc(/C=C(\NC(=O)c2ccc(C)cc2)C(=O)NCCCn2ccnc2)cc1	4.8%	7.8%	-2.2%	-6.5%
39	Cn1c(=NCC(O)COc2ccccc2)sc2ccccc21 (stereo unspecified)	2.3%	-7.9%	-8.2%	-2.2%
40	Cc1ccc(CNC(=O)CCCc2nnc3n(C)c(=O)c4sccc4n23)cc1	.	1.3%	4.4%	.
41	CC1(C)Cc2c(cnn2-c2ccccc2)C(=O)/C1=N\NC(=O)c1ccccc1	-7.9%	1.0%	6.3%	.
42	CCOC(=O)c1ccc(NC(=O)c2c(NCc3sccc3C)sc3c2CCC(C)C3)cc1 (stereo unspecified)	.	-6.5%	-3.9%	.
43	O=C(NCC(=O)N(c1ccccc1)C(C(=O)NC1CCCC1)c1cccnc1)c1ccco1 (stereo unspecified)	3.1%	5.9%	5.9%	6.9%
44	Cc1ccc(O)c(C(CC(=O)NC(C)C)c2ccccc2)c1 (stereo unspecified)	8.8%	2.6%	-1.4%	0.8%
45	CC(C)Nc1nc2nonc2nc1Nc1ccccc1	-0.1%	-4.0%	-1.3%	-0.8%
46	COc1ccc(/C=N\NC(=O)/C(=C\Nc2nccc(C)n2)NC(=O)c2ccccc2)cc1	1.7%	5.7%	-10.6%	.
47	CO/N=C/C1C(=O)NN=C1c1ccccc1 (stereo unspecified)	-5.2%	-1.3%	-7.3%	10.4%

no.	TexasRed fluor	Tau fibril ThT	KDM4E inh	RECQ1 inh
31	?	7.4%	.	.
32	-1.7%	0.5%	-1.4%	0.5%
33	-2.4%	-1.1%	.	.
34	0.9%	-16.3%	.	.
35	0.6%	14.2%	-3.8%	-1.0%
36	1.1%	?	-12.0%	-14.3%
37	-3.3%	-5.6%	2.4%	i
38	0.3%	5.0%	13.1%	i
39	-0.1%	-15.5%	-21.2%	i
40	-1.3%	-1.7%	.	.
41	-7.1%	-9.8%	0.1%	-14.4%
42	0.2%	?	.	.
43	-0.4%	0.2%	7.2%	i
44	0.9%	2.9%	15.5%	i
45	-0.5%	-1.8%	3.1%	-6.8%
46	-0.5%	?	?	3.3%
47	-1.6%	-1.4%	-1.6%	-8.2%

# Shown in transposed form: part of the list above.
39: Cn1c(=NCC(O)COc2ccccc2)sc2ccccc21 (stereo unspecified)
34: CCCN1C(=O)C(Cc2nc3ccccc3c(=O)n2-c2ccc(OC)cc2)c2cc(C)ccc21 (stereo unspecified)
32: COc1cc(NS(=O)(=O)N2CCCC2)cc(OC)c1OC

Compound	39	34	32
RGS12 GoLoco inh	2.3%	.	4.7%
Tau FP inhib	-7.9%	-3.7%	-8.4%
TRb SRC2 PPI	-8.2%	1.7%	-23.5%
L3MBTL1 block	-2.2%	.	?
TexasRed fluor	-0.1%	0.9%	-1.7%
Tau fibril ThT	-15.5%	-16.3%	0.5%
KDM4E inh	-21.2%	.	-1.4%
RECQ1 inh	i	.	0.5%

# Not all compounds are listed. The share of hits here may be higher or lower than overall.
